Assay outcomes: PubChem BioAssay, National Center for Advancing Translational Sciences (NCATS)
D3 ag = agonists of human D3 dopamine receptor. D3R DiscoveRx beta-arrestin cells, luminescence, 90 min. max activation, %. 0.58% of 410,000 active. P35462; in the data active = max activation above about 30%; note: 0% is about no effect; mostly tested at two doses, the higher about 12 µM
Target sequence (P35462 whole entry, looked up): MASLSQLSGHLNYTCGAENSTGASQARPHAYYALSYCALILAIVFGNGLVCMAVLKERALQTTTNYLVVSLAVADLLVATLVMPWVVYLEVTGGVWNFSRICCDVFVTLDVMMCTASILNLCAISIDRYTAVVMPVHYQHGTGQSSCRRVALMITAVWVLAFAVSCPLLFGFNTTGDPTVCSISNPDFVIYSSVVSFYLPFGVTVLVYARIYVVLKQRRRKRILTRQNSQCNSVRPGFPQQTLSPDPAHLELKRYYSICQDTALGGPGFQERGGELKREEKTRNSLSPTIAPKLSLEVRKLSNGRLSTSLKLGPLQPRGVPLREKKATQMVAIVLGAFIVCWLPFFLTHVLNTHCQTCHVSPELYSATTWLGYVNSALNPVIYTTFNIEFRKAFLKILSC
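Agonist mode: compounds and dopamine controls were applied to plated cells for 90 min at 37 degrees C after an overnight attachment at 1500 cells/well. Luminescent read-out followed 30 - 60 minutes at room temperature with DiscoveRx detection reagent.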
GLP-1R inv ag = acts as inverse agonist at human GLP-1 receptor. P43220. HEK293 GLP-1R CRE-luciferase, luminescence, 24 h; GLP-1R form is constitutively active. Potency, µM (top dose mostly 38.3 µM), for inactives: at the highest dose activity change, negative = inhibition, usual class: inhibitors. 1.6% of 410,000 active. AID 624417; note: potency is the fitted concentration of half-maximal effect; % is set by controls: 0 for no effect and ±100 for the full control effect; nearly all actives have a fitted effect of over 55% in size
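HEK293 cells stably co-expressing a cAMP-responsive luciferase reporter and constitutively active GLP-1R were seeded, incubated 12 h, then exposed to compounds for 24 h at 37 C. Luminescence was read 12 min after detection reagent; inverse agonists lower signal.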
GLP1R cytotox = cytotoxicity counter-screen for GLP-1 receptor inverse agonists. AID 624418. Potency, µM (titrated, usually from 38.3 µM), inactives show at the highest dose activity change, negative = inhibition, usual class: inhibitors. 0.13% of 410,000 active. HEK293 cAMP-luciferase reporter cells, luminescence, 24 h;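 note: loss of luciferase light is scored as toxicity; potency is the fitted concentration of half-maximal effect; % is set by controls: 0 for no effect and ±100 for the full control effect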
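1536-well qHTS counterscreen of the MLSMR; 200 cells/uL, 12 h pre-incubation, 23 nL cpd, 24 h at 37 deg C 5% CO2, luciferase detection reagent, 12 min RT, luminescence. Inhibition = undesired.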
aSyn yeast inh = alpha-synuclein toxicity inhibition in yeast; Potency, µM (series often up to 46.1 µM), for inactives: at the top dose growth rescue (activation), usual class: activators; 0.14% of 370,000 active; Yeast expressing alpha-synuclein, growth rescue, BacTiter-Glo, 24 h; note: potency is the fitted concentration of half-maximal effect; % of control where 0% means no effect; nearly all actives have a fitted effect of over 65% in size
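Screening used galactose-induced yeast with toxic alpha-synuclein levels, exposed to compound for 24 hr at 30 deg C. Cell growth, read with BacTiter-Glo luminescence, gave the measured signal.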
KB-V1 cytotox = kills drug-selected multidrug resistant KB-V1 cells | KB-V1 MDR cells viability, CellTiter-Glo, 72 h | Potency, µM (titrated, usually from 46.1 µM), for inactives: at the top dose activity change, negative = cytotoxicity, hits mostly cytotoxic | AID 1347076 | 3.4% of 400,000 active; note: potency is the fitted concentration of half-maximal effect; % is set by controls: 0 for no effect and ±100 for the full control effect; nearly all actives have a fitted effect of over 60% in size
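Cytotoxicity via CellTiter-Glo luminescence after 72 h compound exposure at 37 degrees C. Cells: drug-selected KB-V1 line, DMEM phenol-red free plus 10% FBS. Compounds tested at multiple concentrations; normalized data fitted to concentration-effect curves.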
GLP-1R agonist = agonists of human GLP-1 receptor. P43220. HEK293 GLP-1R CRE-luciferase, luminescence, 4-6 h; cells express a hypersensitive GLP-1R form. Potency, µM (series often up to 45.6 µM), without a hit: at the top dose activation, most hits filed as activators. 0.007% of 380,000 active; note: potency is the fitted concentration of half-maximal effect; % of control where 0% means no effect
PTHR1 ag = activates the human parathyroid hormone receptor PTHR1; Q03431; HEK293 GP2 PTHR1 cells, GloSensor cAMP luminescence, 1 h; Potency, µM (top dose mostly 115 µM), without a hit: top-dose activation, hits mostly activators; 0.075% of 410,000 active; note: potency is the fitted concentration of half-maximal effect; nearly all actives have a fitted effect of over 55% in size; some results filed as inactive show a strong effect at the top dose; inactives centre near -15; many of its hits are not listed in these tables
Target sequence (Q03431 whole entry, looked up): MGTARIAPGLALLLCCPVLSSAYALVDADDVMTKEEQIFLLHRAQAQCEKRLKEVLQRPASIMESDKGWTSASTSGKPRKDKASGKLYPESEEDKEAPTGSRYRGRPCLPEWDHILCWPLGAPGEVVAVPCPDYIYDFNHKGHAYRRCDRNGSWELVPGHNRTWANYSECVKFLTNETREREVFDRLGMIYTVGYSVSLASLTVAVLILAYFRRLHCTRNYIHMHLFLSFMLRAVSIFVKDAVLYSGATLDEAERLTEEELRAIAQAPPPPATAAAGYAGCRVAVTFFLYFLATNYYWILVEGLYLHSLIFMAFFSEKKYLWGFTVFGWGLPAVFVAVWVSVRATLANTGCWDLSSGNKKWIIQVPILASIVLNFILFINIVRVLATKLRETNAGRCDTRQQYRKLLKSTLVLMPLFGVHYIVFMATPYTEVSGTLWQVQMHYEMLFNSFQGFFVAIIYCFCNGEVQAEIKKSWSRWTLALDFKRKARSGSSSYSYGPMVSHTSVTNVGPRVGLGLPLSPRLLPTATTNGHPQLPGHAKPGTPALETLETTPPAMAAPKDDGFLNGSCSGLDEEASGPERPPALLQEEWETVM
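HEK-293-derived GP2 cells expressing PTHR1 and a GloSensor cAMP reporter, 3,000/well, plated overnight, given luciferin plus IBMX (each 0.5 mM as added) for 1 h at 37 °C, then compound for 1 h at 37 °C. Luminescence was read after 15 min at room temperature.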
DRD3 antagonist = antagonists of human D3 dopamine receptor | D3R cells, DiscoveRx beta-arrestin luminescence, antagonist mode; stronger effect = lower value | max response, negative = inhibition, % | 2.5% of 360,000 active; in the data active = max response below about -50%; inconclusive = no clear call, values can overlap the other calls; note: % is set by controls: 0 for no effect and ±100 for the full control effect; mostly tested at two doses, the higher about 12 µM
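Cells expressing the human receptor were seeded at 1500 cells/well, incubated overnight at 37 degrees C in 5% CO2, then exposed to library compounds with dopamine controls for 90 minutes at 37 degrees C before luminescent detection.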
TDP43 rescue = TDP-43 toxicity inhibition in yeast | TDP-43 expressing yeast growth rescue, BacTiter-Glo, 24 h | Potency, µM (highest dose often 46.1 µM), for inactives: at the top dose growth rescue (activation), hits mostly activators | 1.8% of 410,000 active; note: potency is the fitted concentration of half-maximal effect; % of control where 0% means no effect; nearly all actives have a fitted effect of over 50% in size
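Yeast cells expressing TDP-43 under galactose induction are exposed to compounds for 24 hr at 30 deg C. BacTiter-Glo luminescence measures growth, so protective compounds score as activators.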
* hit, by the source's call; i = inactive; ? = inconclusive; · = not tested or not shown; [ ] = another dose, or the depositor's remark. Unless noted, calls come from the whole dose curve; as a rule, active = well fitted curve in the direction sought with a large enough effect; inconclusive = small, poorly fitted or top-dose-only effect, or another doubt; inactive = no such curve, though single readings can be large; an effect the other way counts as inactive or inconclusive. A portion of the library; count on the stated rates, not on these rows.

compound	D3 ag	GLP-1R inv ag	GLP1R cytotox	aSyn yeast inh	KB-V1 cytotox	GLP-1R agonist	PTHR1 ag	DRD3 antagonist	TDP43 rescue
Clc1ccc(Cl)c(OCCCCNCc2ccccc2)c1	-13.3	?	17.2%	-2.2%	-1.5%	-1.1%	-34.7%[inhibitor]	-69.1*	-21.8%
O=C(CNC(=O)c1ccc(F)cc1)NCc1ccc(S(=O)(=O)N2CCOCC2)cc1	-1.7	15.4%	18.8%	-4.8%	1.4%	-10.1%	i	-17.7	-9.2%
O=C(C[C@@H]1CC[C@@H](NC(=O)Nc2cccc(F)c2)[C@@H](CO)O1)NCC1CCCCC1	-2.2	20.3%	-1.7%	2.8%	3.8%	·	-22.1%	-11.9	17.9%
CCOC(=O)CC1C(=O)NCCN1C(=O)c1ccc(C)cc1 (stereo not given)	1.2	2.8%	0.7%	-5.4%	10.9%	-11.1%	i	33.9	-0.6%
COc1cccc(/C=N/n2c(N)c(S(=O)(=O)c3cccs3)c3nc4ccccc4nc32)c1	-1.8	0.6%	13.6%	·	-0.1%	6.2%	i	42.4	11.2%
CCn1c(SCC(=O)Nc2nccs2)nnc1-c1ccco1	13.0	9.8%	2.0%	0.8%	-3.3%	8.2%	-12.0%	14.8	-5.3%
O=C(NCCOc1cccc(Oc2ccccc2)c1)c1cc(-n2cnnc2)ccc1Cl	11.0	55.6%	-14.2%	6.3%	16.4µM*	10.2%	-2.8%[57.5 µM]	4.5	-8.4%
Cc1ccc([N+](=O)[O-])cc1NC(=O)C(C)Sc1nnc(C)n1CC1CCCO1 (stereo not given)	12.1	10.4%	-20.2%	?	-21.1%	12.1%	-4.1%	2.3	2.3%
C#CCOCCOCCOCCNc1nc(N2CCN(C(=O)CCCCCCCCCCNC(=O)[C@H]([C@@H](C)CC)n3cc(CCCCN=C(N)N)nn3)CC2)nc(N2CCN(C(=O)CCCCCCCCCCNC(=O)[C@@H]([C@H](C)O)n3cc(C)nn3)CC2)n1	-16.5	-28.2%	-15.7%	-61.0%[inhibitor]	?	-4.6%	-20.2%	-16.2	0.6%
O=C(c1ccc2c(=O)n(Cc3ccccc3Cl)c(=S)[nH]c2c1)N1CCCC1	15.1	-18.9%	-2.9%	4.6%	-3.6%	0.5%	i	2.2	2.5%
Cn1ncc2c(Nc3ccc([N+](=O)[O-])cc3)nc(Cl)nc21	0.3	20.6%	4.6%	-8.7%	-19.7%	-2.7%	16.8%	-10.7	-19.5%
C[C@H](NC(=O)c1nc[nH]c1C(=O)NCC(=O)OCc1ccccc1)C(=O)OCc1ccccc1	3.5	-13.0%	-10.4%	1.1%	6.0%	-0.3%	-28.3%	49.5	0.0%
CC(=O)Nc1cc2c(cc1Cl)Cc1cc(Cl)ccc1-2	4.7	8.6%	-4.6%	0.0%	-1.4%	15.4%	i	-3.0	-5.0%
COC(=O)c1ccc(-n2c(C)cc(C(=O)CSc3cccc[n+]3[O-])c2C)cc1	15.7	?	-7.4%	?	?	3.1%	-30.1%[inhibitor]	11.7	14.1µM*
COc1ccccc1-c1cc2ccccc2[nH]1	-2.2	-27.7%	-2.7%	-15.6%	4.1%	2.3%	-5.7%[57.5 µM]	21.0	15.8µM*
CCCNC(=O)Cn1nc(C(F)(F)F)c2c1CCCC2	3.5	1.7%	2.9%	-10.3%	16.8%	-10.1%	i	-5.6	1.1%
Cc1ccc(CNCc2c(C(=O)O)n(Cc3ccc(C)cc3)c3cc(C)ccc23)cc1	-0.1	?	?	·	-7.6%	-6.3%	-25.8%	·	13.1%
CCc1nnc(NC(=O)c2ccc(N3C(=O)CCC3=O)cc2)s1	-7.8	10.0%	4.6%	-6.2%	6.0%	-5.9%	-16.7%	-15.8	-4.5%
COc1ccc(NS(=O)(=O)c2cn(C)cn2)cc1Cl	-8.4	47.2%[activator]	2.7%	-22.2%	0.0%	-5.1%	-0.3%	-7.6	14.8%
OCC[C@H]1C[C@@H](O)[C@H](O)[C@]2(OCCc3ccccc32)O1	28.5	24.0%	8.9%	1.0%	0.0%	8.9%	-21.1%	2.4	4.4%
Cc1c(Br)c([N+](=O)[O-])nn1CC(=O)Nc1ccc(C(C)C)cc1	-3.6	4.0%[0.307 µM]	5.7%[0.307 µM]	-0.5%	?	2.6%	-41.6%[inhibitor]	-15.0	-13.9%
COc1cccc(-c2nc(Cn3c(=O)cc(C)c4c(C)nn(-c5ccccc5)c43)c(C)o2)c1OC	12.1	-2.9%	7.6%	·	7.8%	·	i	·	0.0%
O=C(Cn1c2ccccc2c2nc3n(c(=O)c21)CCS3)Nc1ccccc1	5.3	3.9%	6.0%	0.7%	6.5%	6.2%	i	14.6	8.9%
COc1ccc(-c2nnc3n2N=C(C)CS3)cc1OC	1.6	6.0%	-11.8%	0.1%	-1.9%	37.4%	i	8.7	-6.6%
CC(C)c1ccc(NC(=O)C2Cc3c(-c4cccc(C(N)=O)c4)ccnc3O2)cc1 (stereo not given)	-9.4	?	-8.9%	-1.6%	-3.4%	9.8%	i	?	16.9%
Cc1ccccc1N1C(=O)CC(N2CCC(C(N)=O)CC2)C1=O (stereo not given)	-3.3	3.9%	2.9%	-89.5%[inhibitor]	21.5%	0.5%	-11.0%[57.5 µM]	-9.9	15.8µM*
COc1ccc(C(=O)COC(=O)COc2ccc(C)c(C)c2)cc1	0.5	-0.2%	4.5%[1.53 µM]	-0.7%	-20.2%	4.4%	1.9%	-16.3	-13.6%
CCN(CC)C(=O)Cn1c(=O)n(-c2ccc(Cl)cc2)c(=O)c2c3c(sc21)CCC3	-11.2	1.3%	0.4%	·	0.8%	·	i	·	16.0%
O=C1NC(=O)/C(=C\c2ccccc2OCc2ccc([N+](=O)[O-])cc2)N1	-2.1	-2.7%	-33.2%	10.7%	-4.0%	5.9%	i	2.2	16.7%
CC(C)N1CN(c2ccccc2)C(=S)N(c2ccccc2)C1	8.2	19.7%	0.5%	-1.9%	5.2%	2.1%	-15.0%	-11.4	-3.0%
CC1CCCN(C(=O)c2cc3c(=O)n4ccccc4nc3s2)C1 (stereo not given)	2.8	56.4%[activator]	89.6%[activator]	7.1%	-25.4%	21.1%	-4.3%	6.3	14.2%
O=C(NCc1nnc(SCC(=O)N2CCCC2)o1)c1c(F)cccc1F	1.8	8.0%	-0.1%	-0.9%	·	-10.6%	i	-5.7	2.6%
Cc1cc(C)nc(SCC(=O)Nc2ccc(S(=O)(=O)NCCO)cc2)n1	-4.6	-5.1%	-12.5%	3.4%	0.1%	-1.1%	-1.9%[57.5 µM]	24.0	-1.3%
O=S(=O)(c1ccc2nc(Nc3ccc(F)cc3)ccc2c1)N1CCCC1	-3.1	14.4%	-6.0%	·	19.7%	·	-45.2%[inhibitor]	·	5.5%
COC(=O)C1=C(C)N(Cc2ccccc2)C(=NCc2cccc(Cl)c2)N[C@H]1c1ccccc1	-11.4	?	?	-1.3%	-1.1%	8.2%	-25.2%	23.1	15.7%
CCCC[C@@H](CNC)NC[C@H](Cc1ccc(O)cc1)NCCc1ccc(OCC)cc1	-25.6	?	?	-1.1%	?	-6.7%	-14.5%	-20.8	6.0%
O=C1CC(C(=O)Nc2ccc(Cl)c(Cl)c2)S/C(=N\N=C\c2ccco2)N1 (stereo not given)	4.9	-16.2%	0.5%	1.3%	?	2.0%	i	6.8	6.2%
COC(=O)c1ccc(Cc2ccc(C(=O)OC)o2)o1	0.8	3.4%	1.0%	-3.8%	2.8%	6.0%	i	-21.8	-7.5%
Cc1ccc(S(=O)(=O)N(C)CC(O)Cn2c3ccccc3c3ccccc32)cc1 (stereo not given)	3.5	?	-5.2%	17.7%	-4.6%	-1.1%	0.1%[57.5 µM]	64.2	22.9%
O=C(CSc1ccc(F)cc1)Nc1ccc(N2CCOCC2)cc1	-16.6	0.0%	0.1%	-6.7%	11.4%	-4.0%	15.3%	-20.6	10.7%
CC(=O)N/N=C(\C)c1cccc(C(F)(F)F)c1	-8.1	4.8%	-4.7%	-13.1%	?	3.6%	i	4.3	-19.9%
Cc1ccc(C)n1NC(=O)c1ccc(Cl)cc1	-0.6	-20.6%	-9.9%	4.8%	7.2%	-8.8%	i	-0.1	?
O=S(=O)(c1ccc(NC(=S)N/N=C/c2cccc(Oc3ccccc3)c2)cc1)N1CCOCC1	0.2	1.8%	-20.7%	0.5%	-9.0%	0.5%	i	?	11.1%
CCO/C(C)=N/Oc1cnc2ccccc2c1	0.9	7.2%	2.5%	-11.9%	0.0%	6.0%	-20.1%	10.5	20.7%
CCOC(=O)N1CCN(C(=O)CS(=O)Cc2nc(-c3ccc(OC)c(OC)c3)oc2C)CC1 (stereo not given)	-2.9	11.5%	0.5%	-3.2%	-19.8%	1.3%	6.8%	-15.5	-0.2%
CCOc1ccc(Nc2oc(Cc3ccccc3)nc2C#N)cc1	-5.3	?	-3.5%	-8.5%	?	?	-31.5%[57.5 µM]	-8.0	?
Cc1ccc(C(=O)NCCNc2ccc([N+](=O)[O-])cc2C(F)(F)F)cc1	-10.6	10µM*	?	-1.4%	?	1.6%	-4.3%	-27.9	9.4%
COc1cccc(C2CC(c3ccccc3)=NN2S(=O)(=O)c2ccccc2)c1OC (stereo not given)	-2.0	?	11.0%	-5.9%	?	-1.2%	i	-6.2	-6.2%
